RSV antiviral HEp-2: inhibition of RSV-induced cytopathic effect – HEp-2 cells, primary 10 µM value included (AID 2391); HEp-2 cells, RSV-induced CPE inhibition; higher % means a stronger effect; CPE inhibition, % at 10 µM, or IC50 in µM where a hit was titrated; 310,000 tested, 0.13% active; in the data active = a potency from the dose series; inconclusive = CPE inhibition mostly from about 23% at the one dose, without a potency; inactive = the rest, 99 in 100 with CPE inhibition below about 21%; also: strong numbers were not always called active
TNAP activation fold: stimulation of alkaline phosphatase TNAP activity – biochemical, luminescent, no phosphate acceptor, uHTS, primary screen (AID 1001). purified TNAP, luminescent activation assay, no phosphate acceptor; higher activation fold means a stronger effect. one-dose activation fold at 20 µM; EC50 in µM for titrated hits. 200,000 tested, 0.03% active; in the data active = activation fold from about 3, or a potency from the dose series; inactive = the rest, 99 in 100 with activation fold below about 1.6; also: many of its hits are not listed in these tables
human PMI inhibitors: MPI inhibition at elevated mannose 6-phosphate – biochemical, fluorescence intensity, high mannose 6-phosphate, primary screen (AID 1220). 190,000 tested, 0.66% active. recombinant PMI enzyme, coupled fluorescence intensity; higher % means a stronger effect. one-dose inhibition, % at 20 µM; IC50 in µM for titrated hits
PMI inhibitors: MPI enzyme activity inhibition – biochemical, fluorescence intensity, coupled assay, primary screen (AID 1209); purified PMI enzyme, coupled fluorescence intensity; higher % means a stronger effect; inhibition, % at 20 µM; hits with a dose series show IC50 in µM; 190,000 tested, 0.42% active;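 also: plate controls were DMSO vehicle for no effect and wells lacking substrate for full effect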
Myeloid diff 2: myeloid differentiation induction. ER-HoxA9 myeloid progenitors, lysozyme-GFP differentiation, flow cytometry. calls only at 10 µM. 360,000 tested, 1% active. AID 624256;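 active = normalized GFP-positive differentiation at or above the plate's own cutoff, the solvent-only control mean plus 3 SD; inconclusive = no clear call, values can overlap the other calls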;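 also: cells exposed to compound for four days before flow analysis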
Salmonella PhoP GFP: inhibitors of PhoP regulon expression, primary screen, Salmonella Typhimurium, GFP reporter (AID 1863). 300,000 tested, 0.16% active. S. Typhimurium PhoP-regulated promoter GFP reporter, 4 h; higher % means a stronger effect. inhibition, % at 50 µM; hits with a dose series show IC50 in µM;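 active = inhibition over 29.93%, a cutoff 3 SD above the screen mean, later confirmed by dose response; inconclusive = inhibition over 29.93% but no dose response follow-up; inactive = inhibition at most 29.93% or unconfirmed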;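 also: 0% = low Mg2+ inducing control and 100% = high Mg2+ repressing control; strong numbers were not always called active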
XIAP displacement: small molecules displacing peptide from XIAP – biochemical, IAP family, fluorescence polarization (AID 1018); displacement, % at 20 µM, or IC50 in µM where a hit was titrated; XIAP BIR domain, fluorescence polarization peptide displacement; higher % means a stronger effect; 200,000 tested, 0.007% active; in the data active = displacement above about 50%; also: a part of the inactive calls stands beside numbers as strong as those of hits
WT yeast gro inh: growth inhibition of WT yeast, mitochondrial fusion screen. inhibition, % at 10 µM. mitochondrial fusion phenotypic screen, WT strain. 190,000 tested, 2.1% active; in the data active = inhibition above about 58%; tested in S. cerevisiae
Siah-1 displacement: blockers of Siah-1 interaction with plectin peptide – biochemical, fluorescence polarization, rhodamine-plectin, uHTS, primary screen (AID 1817). Siah-1 / rhodamine-plectin peptide fluorescence polarization; higher % means a stronger effect. displacement, % at 20 µM, or IC50 in µM where a hit was titrated. 290,000 tested, 0.02% active;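 active = displacement of at least 50% at 20 µM, with a fluorescence ratio check between 0.3 and a set limit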;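 also: plate controls were Siah plus tracer with DMSO for no effect and tracer alone without Siah for full effect; strong numbers were not always called active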
WT yeast gro inh mutant strain: further read-out of WT yeast gro inh, marked with its call; inhibition, %; mitochondrial fusion phenotypic screen, mutant strain inhibition
Myeloid diff 2 GFP+ MAC1+ %: further read-out of Myeloid diff 2, marked with its call; GFP+ MAC1+ double positive, %; measured here: differentiation confirmed by MAC1 staining
Numbers without * were called inactive; i = inactive; ? = inconclusive; · = not tested or not shown; & = joins results of further samples. Rule as the data show it, unless noted: active = inhibition above about 50%; inactive = the rest.

SMILES	RSV antiviral HEp-2	TNAP activation fold	human PMI inhibitors	PMI inhibitors	Myeloid diff 2	Myeloid diff 2 GFP+ MAC1+ %	Salmonella PhoP GFP	XIAP displacement	WT yeast gro inh	WT yeast gro inh mutant strain	Siah-1 displacement
O=C(NNc1c2ccccc2nc2ccccc12)c1ccc(O)cc1	3.5%	0.8	10.5%	18.6%	i	0.0	7.5%	-5.9%	3.4	0.8	-6.3%
Cc1cccc(N2CCN(C(=O)CCS(=O)(=O)c3ccc4c(c3)oc(=O)n4C)CC2)c1C	9.0%	·	·	·	?	·	15.8%	·	·	·	-4.3%
Cc1cc(=O)oc2c3c(cc(OCC(=O)NCCC(=O)O)c12)OC(C)(C)CC3	3.0%	·	·	·	i	0.4	10.0%	·	·	·	8.9%
CC1CCCC(C)N1C(=O)c1ccccc1Nc1ccc(SC(F)F)cc1 (stereo not given)	14.7%	0.9	6.2%	0.9%	i	0.5	-5.5%	-4.7%	16.2	-5.3	-1.5%
Cc1ccc(NC(=S)N/C(=N/S(=O)(=O)c2ccccc2)c2ccccc2)cc1	1.3%	0.8	-7.2%	3.9%	i	2.2&0.5	12.4%	-7.5%	17.2	28.7	1.8%
COc1cccc(C(=O)Nc2cccc(-c3ccccc3)c2)c1	44.8%	·	·	·	i	0.9	-8.0%	·	·	·	0.8%
Cc1ccc(C)c(NC2=NCC(=O)N2c2ccc3c(c2)OCCO3)c1	-0.7%	1	1.0%	-6.4%	i	0.4	4.9%	-6.9%	6.0	4.7	-1.4%
N#C/C(=C/c1ccc(Sc2nc3ccccc3[nH]2)o1)c1cccc(F)c1	-2.5%	1.1	8.0%	37.6%	i	1.3	12.5%	-9.5%	34.5	31.4	0.6%
C=CCc1c(Cl)nc(C)nc1NCc1ccccc1	9.4%	·	·	·	i	0.6	-5.0%	·	·	·	2.0%
CN(C)c1nnnn1-c1ccc(Cl)cc1	2.4%	1.1	2.4%	-6.6%	i	0.1	10.4%	-8.4%	-3.9	-1.7	0.9%

3 entries from above, arranged by the number in Salmonella PhoP GFP, largest number first:
SMILES	RSV antiviral HEp-2	TNAP activation fold	human PMI inhibitors	PMI inhibitors	Myeloid diff 2 GFP+ MAC1+ %	Salmonella PhoP GFP	XIAP displacement	WT yeast gro inh mutant strain	Siah-1 displacement
N#C/C(=C/c1ccc(Sc2nc3ccccc3[nH]2)o1)c1cccc(F)c1	-2.5%	1.1	8.0%	37.6%	1.3	12.5%	-9.5%	31.4	0.6%
Cc1ccc(NC(=S)N/C(=N/S(=O)(=O)c2ccccc2)c2ccccc2)cc1	1.3%	0.8	-7.2%	3.9%	2.2&0.5	12.4%	-7.5%	28.7	1.8%
COc1cccc(C(=O)Nc2cccc(-c3ccccc3)c2)c1	44.8%	·	·	·	0.9	-8.0%	·	·	0.8%

Later entries.
SMILES	RSV antiviral HEp-2	TNAP activation fold	human PMI inhibitors	PMI inhibitors	Myeloid diff 2	Myeloid diff 2 GFP+ MAC1+ %	Salmonella PhoP GFP	XIAP displacement	WT yeast gro inh	WT yeast gro inh mutant strain	Siah-1 displacement
Cc1csc(C2=C(O)CN(c3ccc4c(c3)OCCOCCOCCOCCO4)C2=N)n1	·	1.1	10.1%	-2.3%	i	3.1	-13.3%	-3.6%	3.2	9.6	-3.0%
Cc1ccc(S(=O)(=O)N2CCN(C(=O)CC3CCCC3)CC2)cc1	3.7%	1.1	16.7%	12.4%	i	4.9	5.3%	0.8%	18.9	6.7	2.7%
Cc1cc(Cl)ccc1NC(=S)NCc1ccc(F)cc1	0.6%	·	·	·	i	0.8	8.2%	·	·	·	-4.1%
COc1ccccc1NC(=O)Nc1nnc(C(C)c2ccccc2)s1 (stereo not given)	7.6%	·	·	·	i	0.1	4.4%	·	·	·	4.2%
CN1C/C(=C/c2ccncc2)C(=O)/C(=C/c2ccncc2)C1	1.4%	·	·	·	i	1.9	-0.2%	·	·	·	-2.5%
COc1ccc(-c2csc(/C(C#N)=C\c3cccc([N+](=O)[O-])c3)n2)cc1	2.5%	1	-1.4%	4.2%	·	·	-6.8%	-3.3%	-5.2	-3.2	0.1%
Cc1ccc2nc(-c3ccc(NS(C)(=O)=O)cc3)cc(-c3ccccc3)c2c1	-3.4%	1	13.9%	21.0%	i	2.6	-5.8%	-9.0%	3.1	6.9	2.2%
CCOc1ccc(CN(C)C(=O)CNC(=O)c2cc(OC)c(OC)c(OC)c2)cc1	1.4%	·	·	·	i	0.5	1.3%	·	·	·	4.2%
N#C/C(=N/Nc1ccc([N+](=O)[O-])cc1)C(=N)N1CCCCC1	·	0.6	-12.4%	-5.2%	i	0.5	-0.6%	-10.2%	2.6	15.1	-1.1%
O=C(O)c1ccc(COc2ccc(CO)cc2Cl)cc1	1.5%	1.1	-2.3%	2.2%	i	4.0	-12.1%	0.8%	22.8	31.1	0.2%
COCc1nnc(NC(=O)CCCOc2ccccc2)s1	-0.9%	1	18.6%	22.9%	i	0.7	1.0%	-4.0%	-1.4	4.3	-5.3%
Cn1ncc(Cl)c1C(=O)N/N=C/c1cccc(OC2CSC2)c1	1.4%	1.1	-0.1%	3.4%	i	0.8	12.0%	-0.9%	14.1	12.4	3.5%
CCCCS(=O)(=O)/C=C/[C@H]1[C@H](S(=O)(=O)CCCC)[C@H]2C=C[C@@H]1C2	2.1%	1.1	-5.5%	0.3%	i	0.2	0.8%	-2.1%	1.4	-4.9	8.6%
CC1(N2CCCCC2)CC2(O)C(=[N+]1[O-])CCC/C2=N\O (stereo not given)	-0.1%	0.8	17.3%	19.2%	i	1.5	6.2%	-5.4%	-7.9	-8.1	-3.6%
COc1ccc(C2c3ccc4ccccc4c3Oc3ncn(CCCO)c(=N)c32)cc1OC (stereo not given)	-1.7%	·	·	·	i	0.3	2.7%	·	·	·	-2.9%
O=C(N/N=C/c1ccccc1O)c1cccc2ccccc12	20.6%	·	·	·	i	5.6	7.2%	·	·	·	5.0%
c1ccc2c(c1)cnc1ccccc12	4.4%&3.2%	·	·	·	i	0.3&0.4	3.2%	·	·	·	-1.1%
Cc1ccc(N2CC(C(=O)N3CCOCC3)CC2=O)cc1C (stereo not given)	1.4%	·	·	·	i	1.0	0.8%	·	·	·	2.5%
Cc1ccc2cc(-c3noc(C(C)(C)C)n3)c(=O)[nH]c2c1	1.8%	1	-1.6%	6.8%	i	0.3	-1.1%	-6.1%	-0.8	-1.8	0.2%
COc1ccc(/C=C/C(=O)Nc2cc(S(=O)(=O)N3CCOCC3)ccc2C)cc1OC	-2.1%	1.1	-1.5%	-5.2%	i	0.3	-6.1%	-4.8%	-5.5	-2.6	6.9%

One compound at a time, as listed above. Order of screens: RSV antiviral HEp-2	TNAP activation fold	human PMI inhibitors	PMI inhibitors	Myeloid diff 2	Myeloid diff 2 GFP+ MAC1+ %	Salmonella PhoP GFP	XIAP displacement	WT yeast gro inh	WT yeast gro inh mutant strain	Siah-1 displacement
CC1(N2CCCCC2)CC2(O)C(=[N+]1[O-])CCC/C2=N\O (stereo not given) is entered as -0.1%	0.8	17.3%	19.2%	i	1.5	6.2%	-5.4%	-7.9	-8.1	-3.6%
Cc1ccc2cc(-c3noc(C(C)(C)C)n3)c(=O)[nH]c2c1 is entered as 1.8%	1	-1.6%	6.8%	i	0.3	-1.1%	-6.1%	-0.8	-1.8	0.2%
Cc1ccc(N2CC(C(=O)N3CCOCC3)CC2=O)cc1C (stereo not given) is entered as 1.4%	·	·	·	i	1.0	0.8%	·	·	·	2.5%
COCc1nnc(NC(=O)CCCOc2ccccc2)s1 is entered as -0.9%	1	18.6%	22.9%	i	0.7	1.0%	-4.0%	-1.4	4.3	-5.3%
c1ccc2c(c1)cnc1ccccc12 is entered as 4.4%&3.2%	·	·	·	i	0.3&0.4	3.2%	·	·	·	-1.1%

Next section
SMILES	RSV antiviral HEp-2	TNAP activation fold	human PMI inhibitors	PMI inhibitors	Myeloid diff 2	Myeloid diff 2 GFP+ MAC1+ %	Salmonella PhoP GFP	XIAP displacement	WT yeast gro inh	WT yeast gro inh mutant strain	Siah-1 displacement
COc1ccc(NC(=O)CSc2nnc(NC(=O)c3ccc(S(=O)(=O)N4CCOCC4)cc3)s2)cc1	2.1%	1	-28.0%	-24.3%	i	0.4	11.6%	-9.7%	-2.4	4.4	-0.9%
Cc1cc(Br)cc2c(C(=O)Nc3c(C)n(C)n(-c4ccccc4)c3=O)cc(-c3cccs3)nc12	0.2%	1	9.7%	15.4%	?	·	-11.8%	-10.3%	22.3	17.1	11.0%
COc1ccc(CCNC(=O)C2CC3Cn4c(nc5cc(Cl)c(Cl)cc54)C3N2C)cc1 (stereo not given)	0.8%	·	·	·	i	1.5	-5.3%	·	·	·	1.7%
CCOc1ccc(N(C)S(=O)(=O)c2ccc(-c3ccc(=O)[nH]n3)s2)cc1	-0.4%	·	·	·	i	1.1	0.7%	·	·	·	-8.0%
COc1ccccc1Nc1nc(N)nc(CN2CCc3ccccc3C2)n1	1.1%	1	0.3%	-9.4%	i	1.8	1.7%	-9.5%	-3.3	3.7	0.3%
COc1cc(OC)cc(C(=O)NCCC(c2ccccc2)c2ccccc2)c1	4.2%	·	·	·	i	0.4	5.5%	·	·	·	-2.6%
Cc1[nH]nc2c1C1(C(=O)Nc3ccc([N+](=O)[O-])cc31)C(C#N)=C(N)O2 (stereo not given)	0.7%	1	-5.9%	-5.8%	i	1.2	15.8%	-4.4%	-11.1	-5.9	0.5%
COc1cc(C=O)ccc1OCc1ccncc1	3.4%	·	·	·	i	0.2	2.7%	·	·	·	3.6%
CCCCCCOC1(c2ccccc2)OC(=O)c2ccccc21 (stereo not given)	0.9%	1.1	11.5%	16.6%	i	3.3	-4.7%	-2.7%	63.4*	1.9*	1.5%
Cc1ccc(NC(=O)CN2C(=O)c3ccccc3C2=O)cc1	0.8%	·	·	·	i	0.4	-6.1%	·	·	·	-3.6%
CCN(c1ccccc1)S(=O)(=O)c1ccc(F)c(C(=O)O)c1	1.5%	1	-9.3%	-2.9%	i	7.5	-2.1%	0.3%	15.9	3.0	0.1%
COc1cccc(NC(=O)NNC(=O)C(C)Oc2ccc3ccccc3c2)c1 (stereo not given)	2.6%	·	·	·	i	1.3	-0.2%	·	·	·	11.7%
CC1(C)CC(=O)C2=C(C1)OC(N)=C(C#N)C2c1ccoc1 (stereo not given)	-1.3%	1.1	2.8%	-6.7%	i	0.7	11.1%	-2.5%	-2.7	-18.2	2.9%
